Screening results as filed in PubChem BioAssay.
KDM5B inhibitor – KDM5B demethylase inhibition. Q9UGL1. KDM5B demethylase, FDH-coupled NADH fluorescence (FDH is formaldehyde dehydrogenase). Potency, µM (doses to about 57.7 µM), without a hit: at the top dose activity change, negative = inhibition, actives largely listed as inhibitors. 220,000 tested, 2.6% active; active = well fitted inhibition curve with a large enough effect; inconclusive = small, poorly fitted or top-dose-only effect; inactive = no such curve, though single readings can be large or run the other way; also: 0% is about no effect; nearly all actives have a fitted effect of over 70% in size
Target sequence (Q9UGL1 whole entry, looked up): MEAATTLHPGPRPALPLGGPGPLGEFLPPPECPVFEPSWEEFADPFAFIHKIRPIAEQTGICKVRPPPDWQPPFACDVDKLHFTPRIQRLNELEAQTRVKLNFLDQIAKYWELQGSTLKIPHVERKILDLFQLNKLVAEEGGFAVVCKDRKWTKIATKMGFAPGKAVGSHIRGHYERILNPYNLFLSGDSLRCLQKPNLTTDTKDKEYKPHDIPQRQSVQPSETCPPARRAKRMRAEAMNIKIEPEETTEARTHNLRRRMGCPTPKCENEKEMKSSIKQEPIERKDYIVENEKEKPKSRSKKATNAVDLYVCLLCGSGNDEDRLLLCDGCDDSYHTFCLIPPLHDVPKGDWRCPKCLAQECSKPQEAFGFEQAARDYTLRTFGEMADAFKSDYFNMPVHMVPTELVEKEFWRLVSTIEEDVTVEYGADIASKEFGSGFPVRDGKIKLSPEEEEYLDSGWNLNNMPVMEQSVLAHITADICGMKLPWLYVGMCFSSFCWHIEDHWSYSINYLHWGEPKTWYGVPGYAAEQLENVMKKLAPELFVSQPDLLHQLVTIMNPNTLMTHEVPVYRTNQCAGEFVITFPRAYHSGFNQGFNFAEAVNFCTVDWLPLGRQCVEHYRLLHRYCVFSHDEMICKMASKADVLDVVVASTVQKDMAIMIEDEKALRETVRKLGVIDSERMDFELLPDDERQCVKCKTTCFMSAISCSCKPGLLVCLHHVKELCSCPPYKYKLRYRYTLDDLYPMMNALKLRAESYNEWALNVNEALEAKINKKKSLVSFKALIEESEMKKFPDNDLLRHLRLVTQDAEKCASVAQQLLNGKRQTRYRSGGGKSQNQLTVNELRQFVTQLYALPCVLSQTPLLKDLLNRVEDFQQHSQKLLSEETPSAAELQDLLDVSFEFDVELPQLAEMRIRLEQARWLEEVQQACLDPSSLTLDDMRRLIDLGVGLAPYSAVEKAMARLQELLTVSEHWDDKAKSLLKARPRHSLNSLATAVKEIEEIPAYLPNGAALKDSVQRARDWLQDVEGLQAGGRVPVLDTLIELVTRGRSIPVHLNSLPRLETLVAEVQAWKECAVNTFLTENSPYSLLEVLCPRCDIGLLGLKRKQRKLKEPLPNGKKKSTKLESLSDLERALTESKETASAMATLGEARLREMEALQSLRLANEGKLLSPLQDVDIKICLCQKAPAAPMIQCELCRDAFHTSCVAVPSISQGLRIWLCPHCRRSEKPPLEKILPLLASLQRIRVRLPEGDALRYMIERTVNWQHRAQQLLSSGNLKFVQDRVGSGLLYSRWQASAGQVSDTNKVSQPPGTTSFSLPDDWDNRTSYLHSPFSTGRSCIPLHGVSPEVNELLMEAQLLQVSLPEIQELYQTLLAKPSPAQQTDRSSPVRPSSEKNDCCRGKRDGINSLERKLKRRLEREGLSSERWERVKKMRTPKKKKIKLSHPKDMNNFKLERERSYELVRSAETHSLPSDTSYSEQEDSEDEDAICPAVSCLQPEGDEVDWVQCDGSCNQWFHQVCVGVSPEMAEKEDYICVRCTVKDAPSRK
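qHTS format, multiple compound concentrations. Buffer 50 mM HEPES pH 7.5/0.01% Tween-20; 200 nM KDM5BΔAP final; 10 min compound preincubation; substrate-mix levels 12.5 µM peptide, 25 µM α-KG, 0.25 mM NAD⁺; 30 min RT; ΔRFU.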
Numbers without * were called inactive; i = inactive; ? = inconclusive; [ ] = remark or other dose. Potency is read from the fitted curve at half-maximal effect.

SMILES	KDM5B inhibitor
Cc1ccc2oc([C@H]3CCN(S(=O)(=O)c4ccc(F)cc4)C3)nc2c1	-22.1%[86.2 µM]
CC(C)CN(CC1CN(C(=O)Nc2ccccc2)CCO1)C(=O)c1ccccc1F (stereo not given)	12.5%
CCc1c(C)nc(SCc2nc(-c3ccccc3)no2)[nH]c1=O	-25.9%
COc1ccc([C@H]2C[C@@H](O)[C@@H](O)[C@@H]2NC(=O)C2CCCC2)cc1	-4.6%[86.2 µM]
CCOc1ccc(-c2nonc2NC(=O)c2oc3ccc(CC)cc3c2C)cc1	-6.4%
Cn1cc(CN2CCNc3cc(Nc4cccnc4)ncc3C2)cn1	?
COCc1ncc(C)n1CCNC(=O)Cc1cccc(F)c1	-38.1%
CC(C)NC(=O)CN(C)Cc1coc(-c2ccc(Cl)cc2)n1	18.3%
CN(C)CC/C=C1\c2ccccc2Sc2cc(F)c(Cl)cc21	?
Cc1ccc(S(=O)(=O)CCC(=O)OCC(=O)c2ccc3c(c2)-c2ccccc2C3)cc1	-12.4%
CCn1nc(C(C)C)cc1C(=O)NCCCn1nc(C)c(Cl)c1C	-27.3%
COc1ccc(/C=N/NC(=O)NC23CC4CC(CC(C4)C2)C3)c(OC)c1	87.0%[activator]
CCc1ccccc1N/N=C(/c1ccccc1)c1ccc(Br)cc1	?
COc1ccc(NC(=O)Nc2cccc(-c3ccc(N4CCOCC4)nn3)c2)cc1Cl	-9.0%
CC(=O)N1CCCN(CC[C@H]2CN(C(=O)c3ccc(C(F)(F)F)cc3)CC[C@H]2CC(=O)O)CC1	24.0%
Cc1ccc(C(=O)N(Cc2ccco2)Cc2sccc2C)cc1	-22.6%
CNC(=O)C1CCN(C(=O)c2cc(COc3ccc4c(c3)OCO4)[nH]n2)C1 (stereo not given)	-11.1%
O=[N+]([O-])c1cccc(-c2csc(CS(=O)(=O)Cc3ccco3)n2)c1	8.2%
O=C(Nc1ccc(C23CC4CC(CC(C4)C2)C3)cc1)c1ccc2ncsc2c1	-2.5%
CCc1ccc(CN2CCc3nc(N4CCN(C)CC4)[nH]c(=O)c3CC2)cc1	15.7%
CC(C)NC(=O)CC1Sc2ncccc2N(C)C1=O (stereo not given)	5.0%
CCc1ccccc1NC(=S)N(Cc1ccco1)C(C)c1cccs1 (stereo not given)	14.3%
CCS(=O)(=O)NCCc1csc(-c2ccc(OC)c(OC)c2)n1	?
Cc1cc(=O)n(CC(=O)Nc2cc(C)on2)c(N2CCOCC2)n1	-5.0%
Cc1ccc(C(=O)c2ccccc2C(=O)OCc2ccccc2C#N)cc1	-1.0%
Cc1cc(C)n(CCC(=O)N2CCCC(Cc3noc(-c4ccccn4)n3)C2)n1 (stereo not given)	4.8%
Cc1cn2nc(C(=O)NCC(C)c3ccccc3)cc2c(N2CCCC2)n1 (stereo not given)	i
Cc1ccc(C2CC(=O)C3=C(C2)OC(N)=C(C#N)C3c2ccc(F)cc2)cc1 (stereo not given)	-15.1%
COc1ccc(CNC(=O)c2scnc2C)cc1	-3.5%
COCC1CN(S(=O)(=O)c2ccc(OC)c(Cl)c2)CC12CCNCC2 (stereo not given)	-8.1%
Oc1c(C(c2ccc(F)cc2)N2CCOCC2)sc2nc(-c3ccco3)nn12 (stereo not given)	?
Cc1ccc(NC(=O)CC2CCCN(c3cnn(C)c(=O)c3)C2)cc1 (stereo not given)	-8.5%
FC(F)(F)c1ccc(Sc2ccc(C(F)(F)F)cn2)nc1	15.8%
Cc1nnnn1-c1cccc(C(=O)N[C@H]2C[C@@H]3OCC[C@H]23)c1	-21.5%
CSc1ncccc1C(=O)NC1CC(c2cc(=O)[nH]c(N)n2)C1 (stereo not given)	8.5%
COC1/C=C\OC2(C)Oc3c(C)c(O)c4c(c3C2=O)C2(C=C(NC(=O)/C(C)=C\C=C/C(C)C(O)C(C)C(O)C(C)C(OC(C)=O)C1C)C4=O)OCC(=O)O2 (stereo not given)	?
Cc1cccc2cc(/C=N/NC(=O)[C@H]3C[C@@H]3c3ccccc3)c(Cl)nc12	-2.4%
COCCCNC(=O)c1ccc2nc(Cc3ccc(OC)cc3)oc2c1	-17.8%
Cc1ncsc1C(=O)N1CCNc2cnc(Nc3cccc(F)c3)nc2C1	-19.2%[86.2 µM]
COC1CCOC2(CCN(C(=O)Nc3cccc(F)c3)CC2)C1 (stereo not given)	4.5%
NS(=O)(=O)c1ccc(C(=O)Nc2ccc(-c3nc4cccnc4s3)cc2)cc1	?
Cc1ccc(C(=O)c2sc(Nc3ccc(F)cc3)nc2N)c(C)c1	-14.7%
C#CCN(C)Cc1nc(C2(O)CCN(C(=O)c3ccccc3)CC2)cs1	11.3%[86.2 µM]
COCC(=O)N1CCc2cc(OC)c(OC)cc2C1COc1ccc2c(C)cc(=O)oc2c1 (stereo not given)	11.3%
CC1Cc2cc(S(=O)(=O)NCCC(=O)NCc3ccco3)ccc2N1C(=O)C1CC1 (stereo not given)	-18.3%
O=C(CC12CC3CC(CC(C3)C1)C2)Nc1ccc(-c2nc3ccccc3o2)cc1	?
O=C(C1=C(O)C(=O)N(c2nc3ccc(Cl)cc3s2)C1c1ccco1)c1ccco1 (stereo not given)	?
Cc1noc([C@@H](C)NC(=O)c2cccs2)c1C(=O)O	-4.1%[115 µM]
COCCO[C@H]1COCCN(S(=O)(=O)c2ccc(F)cc2)C1	28.5%[86.2 µM]
CN(C(=O)c1cc(-c2ccccc2)on1)C1CCCCC1	35.2%
COc1ccc(-n2nc(C(=O)N3CCCCC3)c3c4ccccc4n(C)c3c2=O)cc1Cl	0.2%
CCc1ccc2nc(/N=C(\N)NC(=O)c3ccccc3)nc(C)c2c1	?
COc1cccc(-n2c(O)c(C=NCc3ccccn3)c3ccccc3c2=O)c1	-18.7%
CCN(C(=O)COC(=O)c1c(C)c(-c2ccccc2)nc2ccccc12)C1CCS(=O)(=O)C1 (stereo not given)	-14.9%
CC(=O)c1cccc(NC(=O)CN2C=NS(=O)(=O)c3ccc(C)cc32)c1	-11.4%
COc1ccccc1C(=O)N1CCC2(CC1)COc1ccccc1[S+](=O)([O-])N2	28.8%[115 µM]
Cc1cccc(C)c1NC(=O)CN(C)CC(=O)NC(=O)NCc1ccccc1	-4.1%
O=C(NCc1ccccc1Cl)c1ccc(Cn2c(SCc3ccccc3)nc3cccnc32)cc1	?
CN(C)C(=O)c1ccc2c(c1)n(Cc1cccc(F)c1)c(=O)c1ccnn12	31.6µM*
Cc1ccc(OCC(=O)OCc2cc(=O)n3nc(C4CC4)sc3n2)cc1C	-1.9%
Following part.
SMILES	KDM5B inhibitor
CCCCCc1ccc(-c2ccc(C(=O)Oc3ccc(OCCCC)cc3)cc2)nc1	27.3%
COCC(=O)N1c2nc(C(C)C)nn2C2(CCCCC2)[C@@H]2CCCC[C@@H]21	-45.8%
COCCn1c(C)cc(C(=O)N2CCC(N3C[C@H](O)C[C@H]3C(=O)NC3CCCCC3)CC2)c1C	-14.0%
O=C(Nc1cc(Cl)cc(Cl)c1)c1cc(S(=O)(=O)NC2CCCC2)ccc1F	-14.6%
CC(C)c1nc2c(c(-c3ccc(O)cc3)n1)CN(Cc1cccn1C)CC2	-25.0%
CO[C@H]1COCCN(C(=O)c2cc(C)oc2C(F)(F)F)C1	23.8%[86.2 µM]
Cc1cccc(OC(=O)C(c2ccccc2)c2ccccc2)c1	2.2%
C#CCNC(=O)C[C@@H]1c2nc(NC(=O)c3ccc(F)cc3)sc2C[C@@H]2[C@](C)(CO)[C@H](O)CC[C@]21C	?
Cc1cc(OC2CNC2)ccc1F	19.1%[230 µM]
COCCn1c(C)cc(C(=O)Cn2nc(C)c(C)c(C#N)c2=O)c1C	6.6%
O=C(c1ccccc1)N1CCn2c(nnc2-c2ccc(Cl)cc2)C1	9.3%[115 µM]
O=C(c1cn(Cc2ccccc2F)nn1)N1CCC(O)(c2cccc(C(F)(F)F)c2)CC1	-18.2%

Of the compounds above, these contain a Cl atom.
SMILES	KDM5B inhibitor
CC(C)NC(=O)CN(C)Cc1coc(-c2ccc(Cl)cc2)n1	18.3%
CN(C)CC/C=C1\c2ccccc2Sc2cc(F)c(Cl)cc21	?
CCn1nc(C(C)C)cc1C(=O)NCCCn1nc(C)c(Cl)c1C	-27.3%
COc1ccc(NC(=O)Nc2cccc(-c3ccc(N4CCOCC4)nn3)c2)cc1Cl	-9.0%
COCC1CN(S(=O)(=O)c2ccc(OC)c(Cl)c2)CC12CCNCC2 (stereo not given)	-8.1%
Cc1cccc2cc(/C=N/NC(=O)[C@H]3C[C@@H]3c3ccccc3)c(Cl)nc12	-2.4%
O=C(C1=C(O)C(=O)N(c2nc3ccc(Cl)cc3s2)C1c1ccco1)c1ccco1 (stereo not given)	?
COc1ccc(-n2nc(C(=O)N3CCCCC3)c3c4ccccc4n(C)c3c2=O)cc1Cl	0.2%
O=C(NCc1ccccc1Cl)c1ccc(Cn2c(SCc3ccccc3)nc3cccnc32)cc1	?
O=C(Nc1cc(Cl)cc(Cl)c1)c1cc(S(=O)(=O)NC2CCCC2)ccc1F	-14.6%
O=C(c1ccccc1)N1CCn2c(nnc2-c2ccc(Cl)cc2)C1	9.3%[115 µM]

Remaining list, next part
SMILES	KDM5B inhibitor
COc1ccccc1CCNC(=O)Cc1c(C)c2ccc(OC)c(C)c2oc1=O	-13.6%
CC(=O)c1sc(NC(C)C)c(C#N)c1N	-28.2%
CC1CCCN(Cc2c(O)ccc3c(=O)c(-c4ccc(Cl)cc4)c(C(F)(F)F)oc23)C1 (stereo not given)	-25.5%
CCc1ccccc1C(=O)N[C@@H]1c2ccccc2C2(CCNCC2)[C@H]1OC	-14.3%
CN1Cc2ccc(NCc3ccccc3)nc2C(C)(C(=O)NCc2cccnc2)C1 (stereo not given)	?
Cc1ncccc1C(=O)N1CC2CC(C1)[C@H]1CCCC(=O)N1C2 (stereo not given in full)	20.8%
CC1CCN(S(=O)(=O)c2ccc3nc(N4CCN(c5ccc(F)cc5)CC4)ccc3c2)CC1	-18.4%
O=C(Nc1ccc(F)cc1F)N1C[C@@H](F)[C@@H](OCc2nc3ccccc3o2)C1	29.2%[86.2 µM]
Cc1ccc2[nH]c(=O)c(CCC(=O)N3CCCCC3)cc2c1	28.2µM*
CCOc1ccc(C(=O)N2N=C(C)CC2(O)C(F)(F)F)cc1 (stereo not given)	33.7%[activator]
CCOc1ccc(C2CCCN2Cc2coc(-c3ccc(OC)cc3)n2)cc1 (stereo not given)	-19.3%
COc1ccc(CNC(=O)[C@H]2O[C@H](CCN3CCN(c4ccccc4OC)CC3)CC[C@@H]2O)cc1	14.1%
O=C(Nc1ccon1)[C@@H]1C[C@@H](c2ccc(F)cc2)N(Cc2ccccc2)C1	-28.1%[86.2 µM]
COc1ncccc1CNC[C@H]1O[C@@H]2C[C@@H](CC(=O)NCc3nccn3C)O[C@@H]2[C@@H]1O	-22.6%[86.2 µM]
COC1C(=O)N(C2CCN(Cc3ccc(O)cc3)CC2)C12CCOCC2 (stereo not given)	19.9%
O=C1C(c2ccccc2)=C(c2ccccc2)c2ccccc21	27.0%
COc1ccc(OC)c(C(=O)c2oc3ccc(NC(=O)C(C)(C)C)cc3c2C)c1	-10.2%
O=C(Cc1n[nH]c(=O)c2ccccc12)NCc1ccc(Cl)cc1	10.5%
Cc1cc(F)ccc1NCc1ccccc1-c1nnc(-c2ccccc2Cl)o1	24.0%
Cc1nnc(-c2cc(-c3cccc(CO)c3)ccn2)n1CCN1CCOCC1	7.2%[86.2 µM]
CC(C)CC(NC(=O)C1CCC(C(C)C)CC1)C(=O)O (stereo not given)	10.3%
Cc1ccc(NC(=O)C2CCCN(C(=O)Cc3cccc4ccccc34)C2)c(Cl)c1 (stereo not given)	-9.2%
CC(=O)c1ccc(NC(=O)CSc2nc3ccccc3c(=O)n2CCCN2CCOCC2)cc1	16.7%
Cc1noc(-c2cn(C3CCN(C(=O)c4ccc(OC(F)(F)F)cc4)CC3)nn2)n1	-12.5%
Cc1c(C)c2c(OCC(=O)N[C@@H](C)C(=O)O)cc3c(c2oc1=O)CCC(C)(C)O3	?
C=CCC1(C(=O)O)CCCN(Cc2cc3c(cc2OC)OCO3)C1 (stereo not given)	3.3%
Cc1c(CC(=O)NCCc2ccc(F)cc2)c(=O)oc2cc(O)ccc12	i
COc1ccc(NC(=O)Cn2c(N(C)Cc3ccccc3)nc(C)cc2=O)cc1OC	-13.8%
CNC(=O)c1cccc(-c2cnc3[nH]cc(CC(=O)Nc4ccccc4Cl)c3c2)c1	-2.0%[86.2 µM]
C/C(=N\NC(=O)c1n[nH]c2c1CCC2)c1ccco1	17.1%
O=C(NCCCN1CCN(Cc2ccccc2)CC1)c1ccccc1C(F)(F)F	15.1%
CC(C)c1nc2c(c(-c3ccc(O)cc3)n1)CCN(CC1CCCCC1)CC2	?
CCCCc1nn2c(=O)cc(CSCC(=O)Nc3cccc4ccccc34)nc2s1	5.2%
COCCO[C@H]1C(=O)N(C2CCN(C(=O)c3ccc(OC)nc3)CC2)[C@H]1c1ccncc1	-18.3%
O=C(c1ccc(Br)cc1)N1CCC(c2nc3ccccc3s2)CC1	-6.4%
Cc1ccc(-n2c(-c3cc(-c4ccco4)[nH]n3)n[nH]c2=S)c(Br)c1	-2.6%
COc1cc(N2CCC(CO)(Cc3ccccc3C(F)(F)F)CC2)ncn1	33.2%[activator]
CC(C)OCc1ccccc1CNS(=O)(=O)c1ccc(Br)cc1Cl	5.4%
CCc1ccccc1NC(=O)CN(C)C(=O)c1nn(-c2ccccc2)c2c1CCC2	25.0%
Cn1ncc2c(-c3ccc([S+](C)(=O)[O-])cc3)cc(C(=O)N3CCCC3)nc21	?
O=c1ccc(-c2ccc(Cl)cc2)nn1CCNS(=O)(=O)c1ccc(C(F)(F)F)cc1	-6.4%
NC(=O)c1ccc(Oc2ccc(C(N)=O)cc2)cc1	7.2%
O=C(O)CCC(=O)N1C[C@@H]2C[C@H]1C(=O)N(Cc1ccc(OC(F)(F)F)cc1)c1ccccc1O2	-31.5%
CCC(C)NC(=O)CCNC(=O)Cc1c(C)nc2nc(N)nn2c1C (stereo not given)	?

A portion of the library; the hit share may differ from the screen's.
